# Rac1 GTP hydrolysis: MgcRacGAP GTPase-activating activity inhibitors, confirmation, biochemical, ADP Hunter fluorescence; AID 624330; actives 0.6% (n = 340,000); inhibition, % at 30 µM, or IC50 in µM where a hit was titrated; MgcRacGAP-stimulated Rac1 GTP hydrolysis, ADP Hunter fluorescence; higher % means a stronger effect; GST-tagged Rac1 F28L mutant substrate;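 active means first-screen hits whose inhibition reached a set limit at any dose in the follow-up dose series; inconclusive means inhibition above the set first-screen limit but never retested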;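 further: fluorescence reports GDP produced by GAP-driven GTP hydrolysis; strong numbers were not always called active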
# SV40 large T antigen: TAg ATPase/helicase activity blockers – biochemical (AID 1903); actives 0.39% (n = 310,000); inhibition, % at 20 µM; hits with a dose series show IC50 in µM; SV40 large T antigen ATPase/helicase inhibition assay; higher % means a stronger effect; in the data active means a potency from the dose series; inconclusive means inhibition mostly from about 32% at the one dose, without a potency; inactive means the rest, 99 in 100 with inhibition below about 32%; further: strong numbers were not always called active
# GPR55 antagonists: inhibition of LPI-stimulated GPR55 beta-arrestin translocation – imaging, U2OS, beta-arrestin-GFP, LPI agonist, primary screen (AID 2013); U2OS GPR55 beta-arrestin-GFP translocation imaging, LPI antagonism; higher % means a stronger effect; inhibition, % at 10 µM; hits with a dose series show IC50 in µM; actives 0.13% (n = 290,000);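 active means spots per cell inhibited over 60%, with over 100 cells counted and total cytoplasm intensity under 500,000; inconclusive means wells with under 100 cells, flagged as likely toxic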;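 further: U2OS cells stably carrying GPR55 and arrestin-GFP stimulated by 5 µM LPI near EC80; imaged beta-arrestin-GFP aggregate spots per cell after agonist stimulation; plate controls were LPI-stimulated DMSO wells for no effect and DMSO wells without LPI for full effect; some results filed as inactive read as strong as hits; confirmed hits need IC50 under 10 µM and bright autofluorescent wells are also inconclusive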
# GPR55 beta-arrestin: GPR55 agonists via beta-arrestin recruitment, primary screen, imaging, U2OS cells, beta-arrestin-GFP redistribution (AID 1961); U2OS GPR55 beta-arrestin-GFP redistribution imaging; higher % means a stronger effect; activation, % at 10 µM; hits with a dose series show EC50 in µM; actives 0.048% (n = 290,000);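 active means activation above 40% with more than 50 cells counted in the well; inconclusive means wells holding fewer than 50 cells, flagged as toxic or sparse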;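 further: U2OS osteosarcoma cells stably expressing GPR55 and beta-arrestin-GFP; plate controls were DMSO negative control for no effect and LPI positive control for full effect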
# NTR1 agonist: NTR1-driven beta-arrestin-GFP spot formation – imaging, U2OS cells, high content, primary screen (AID 493036). P30989. agonist mode. activation, % at 20 µM. actives 0.17% (n = 330,000);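 active means activation at or above 40% of the spot to cytoplasm intensity ratio, with at least 20 cells analyzed; inconclusive means wells under 20 cells, flagged as cytotoxic or low count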;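 further: 0% = DMSO without peptide and 100% = 100 nM NTR1 peptide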
# Target sequence (P30989 whole entry, looked up): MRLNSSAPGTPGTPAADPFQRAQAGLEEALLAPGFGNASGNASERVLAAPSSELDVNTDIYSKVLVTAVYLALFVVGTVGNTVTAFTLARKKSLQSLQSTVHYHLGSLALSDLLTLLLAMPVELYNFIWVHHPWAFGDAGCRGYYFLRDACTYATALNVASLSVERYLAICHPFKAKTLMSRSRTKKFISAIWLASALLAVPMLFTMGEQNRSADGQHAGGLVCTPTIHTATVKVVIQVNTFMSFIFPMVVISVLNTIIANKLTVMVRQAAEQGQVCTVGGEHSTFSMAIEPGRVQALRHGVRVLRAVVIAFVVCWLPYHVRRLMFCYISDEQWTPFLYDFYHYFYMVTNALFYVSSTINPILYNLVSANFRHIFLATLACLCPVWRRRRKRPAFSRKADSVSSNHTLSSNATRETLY
# Lipid droplet: hepatic lipid droplet formation modulation; AML12 mouse hepatocytes, oleate lipid droplets, BODIPY imaging; inhibition, % at 6.5 µM; actives 0.4% (n = 240,000); AID 1656;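 active means lipid droplet intensity inhibited by at least 50%, with more than 500 cells counted; inconclusive means wells with under 300 cells, treated as cytotoxic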
#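 System: AML12 hepatocytes (mouse). Probe or stimulus: oleic acid at 100 µM to induce lipid droplet formation. Times: overnight treatment with compound plus oleate. Detection: Image-based BODIPY and DAPI two-channel analysis. Evaluation: percent inhibition of filter-corrected integrated lipid droplet intensity per well.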
# T cell modulator: T cell immune modulators affecting CD8 T cell-vesicle binding | 2C CD8+ T cell-vesicle binding, flow cytometry; stronger effect = lower value | calls only at 7 µM | actives 0.068% (n = 330,000);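 active means response, share of CD8 T cells binding vesicles, and their 90th percentile fluorescence all below set limits, cut at about 80% in these data, passing the limit was not always enough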
#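 Incubation: binding step 1.5 h, 37 °C, antibody labelling 20 min, ice; system: murine 2C transgenic CD8+ T lymphocytes; technique: cytometric PE anti-B7-1 and Alexa647 anti-CD8 signals after 1% paraformaldehyde fixation; also added: QL9-charged Drosophila Ld/ICAM-1/B7-1 vesicles; control set: naked versus QL9-loaded vesicles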
# LYP inhibition: PTPN22 lymphoid phosphatase activity blockers – biochemical, fluorescence intensity, uHTS (AID 1779). inhibition, % at 11.5 µM; hits with a dose series show IC50 in µM. actives 0.054% (n = 290,000). recombinant LYP phosphatase, fluorescence intensity; higher % means a stronger effect; in the data active means inhibition above about 50%;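 further: plate controls were vehicle with enzyme for no effect and no enzyme for full effect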
# GPR35 antagonists: inhibition of zaprinast-stimulated GPR35 beta-arrestin translocation – imaging, U2OS, beta-arrestin-GFP, zaprinast agonist, primary screen (AID 2058). U2OS GPR35 beta-arrestin-GFP translocation imaging, zaprinast antagonism; higher % means a stronger effect. one-dose inhibition, % at 10 µM; IC50 in µM for titrated hits. actives 0.052% (n = 290,000);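 active means inhibition of at least 50% with at least 30 cells and total cytoplasm GFP at most 10,000,000; inconclusive means under 30 cells or total GFP of 10,000,000 plus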
# Lipid droplet cells 6.5 µM: second read-out of Lipid droplet, no call of its own (marks repeat the call); cell count; measured here: cell count, cytotoxicity flag;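 cells counted across two imaged fields per well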
# T cell modulator vesicle-bound %: recorded beside T cell modulator, whose call it bears; double positive events, %; measured here: CD8+ vesicle-bound cell fraction;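 binding gate set so that unloaded-vesicle control wells show 10% double positive cells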
# NTR1 agonist cell count 20 µM: also measured in NTR1 agonist; calls as there; cell count; measured here: cell count, cytotoxicity flag
# * hit, by the source's call; i = inactive; ? = inconclusive; / = no result given.
SMILES,Rac1 GTP hydrolysis,SV40 large T antigen,GPR55 antagonists,GPR55 beta-arrestin,NTR1 agonist,NTR1 agonist cell count 20 µM,Lipid droplet,Lipid droplet cells 6.5 µM,T cell modulator,T cell modulator vesicle-bound %,LYP inhibition,GPR35 antagonists
O=C(CN1CCC(NC(=O)c2ccccc2Cl)CC1)NCc1ccco1,1%,-2%,10%,-0.1%,-2.1,74,0,731,i,0,-4%,6%
Cc1ccc(S(=O)(=O)Nc2nc3ccccc3s2)cc1,9%,-2%,18%,-0.1%,2.6,75,/,/,i,20,-2%,-1%
CCCCCNC(=O)c1ccc2c(=O)n(CCOC)c(=O)[nH]c2c1,9%,3%,-4%,-0.1%,-1.0,76,9,797,i,30,-9%,-18%
CC1CC(C)CN(CCOc2cccc3ccccc23)C1 (stereo not given),10%,4%,30%,0.0%,-0.9,44,-3,797,i,48,-8%,22%
CC(NC(=O)COC(=O)COc1cccc2c1OC(C)(C)C2)c1ccccc1 (stereo not given),10%,16%,5%,-0.1%,-0.5,52,1,836,i,55,-8%,8%
CCC(C)[C@H](NC(=O)Nc1ccc(S(N)(=O)=O)cc1)C(=O)OC (stereo not given in full),5%,24%,-1%,-0.3%,-0.9,49,-4,697,i,33,-6%,-12%
CSc1ncccc1C(=O)Nc1ccc(S(=O)(=O)Nc2nccs2)cc1,1%,12%,4%,-0.2%,-1.5,60,5,691,i,37,-4%,10%
CCC(=O)OCCNc1nc(-c2ccccc2)nc2ccccc12,8%,1%,23%,-0.3%,1.7,38,-2,784,i,2,-2%,-4%
Cc1ccc(OCC(=O)NCCNC(=O)c2cccnc2)cc1C,-3%,2%,-2%,-0.1%,-1.6,58,-1,811,i,22,-13%,18%
Cc1ccccc1C(=O)Nc1ccnn1C1CCN(Cc2ccccn2)CC1,7%,6%,-2%,-0.2%,0.1,80,20,688,i,63,-6%,-8%
COc1ccc(S(=O)(=O)N2CCN(C)CC2)c2ccccc12,-8%,-1%,3%,-0.3%,-0.9,52,-12,655,i,60,0%,10%
COc1ccc(C(=O)SC2=NCCS2)cc1,3%,18%,3%,-0.3%,0.3,52,-8,738,i,8,-6%,-3%
CN(C)c1ccc2c(c1)OC(N)=C(C#N)C2c1cccc(F)c1 (stereo not given),13%,-1%,-19%,-0.2%,10,44,/,/,i,15,-4%,5%
CN1CCc2nc(SCC(=O)Nc3ccc(F)cc3)c(C#N)cc2C1,/,28%,4%,-0.1%,-2.3,81,-12,674,i,55,1%,6%
O=C(Cc1cccc2ccccc12)N1CCCc2ccccc21,4%,8%,26%,-0.1%,5.8,56,/,/,i,41,-4%,12%
Cc1cc(C)n(-c2nc3ccccc3c3nc(C)nn23)n1,12%,5%,-1%,-0.2%,-0.4,68,-1,666,i,46,11%,-7%
CCOC(=O)C1CCCN(C(=O)C2CCN(S(=O)(=O)N3CCC4(CC3)OCCO4)CC2)C1 (stereo not given),2%,4%,-1%,-0.1%,-1.1,36,/,/,i,27,-7%,0%
CCCn1nnc2sc3c(c2c1=O)CCC(C)C3 (stereo not given),12%,10%,-29%,-0.1%,0.8,57,11,775,i,49,-10%,-6%
Cc1nc2c(C(=O)NCCC3=CCCCC3)c[nH]n2c(=O)c1Cl,12%,5%,-4%,-0.1%,-0.2,89,/,/,i,20,2%,4%
COc1ccc(NC(=O)CN2CCN(c3ccc(F)cc3)CC2)cc1,9%,23%,10%,0.0%,-0.7,79,/,/,i,16,-8%,9%
Cc1nnc2n(-c3ccccc3)c(=O)c3c4c(sc3n12)CC(C)CC4 (stereo not given),4%,15%,25%,-0.4%,5.2,72,16,768,i,14,-3%,-9%
CCOC(=O)CN1CC23C=CC(O2)C(C(=O)NC2CCCCCC2)C3C1=O (stereo not given),5%,9%,9%,-0.2%,0.1,101,/,/,i,60,-8%,4%
COCCn1c(-c2ccc(F)cc2)nc2oc3cc(OC)ccc3c(=O)c2c1=O,10%,15%,6%,-0.1%,1.5,53,-2,728,i,16,-5%,5%
CC1CC(C)CN(C(=O)Nc2ccc(Br)cc2)C1 (stereo not given),-1%,-12%,7%,0.0%,-0.9,75,-8,648,i,55,-1%,2%
Cc1nc(Cc2nnc(SCc3nc(N)nc(Nc4ccccc4C)n3)o2)cs1,4%,4%,-11%,-0.1%,-4.4,77,/,/,i,42,-6%,4%
SMILES,Rac1 GTP hydrolysis,SV40 large T antigen,GPR55 antagonists,GPR55 beta-arrestin,NTR1 agonist,NTR1 agonist cell count 20 µM,Lipid droplet,Lipid droplet cells 6.5 µM,T cell modulator,T cell modulator vesicle-bound %,LYP inhibition,GPR35 antagonists
C=CCn1c(COc2ccc(CC)cc2)nnc1SCC(=O)NC1CCS(=O)(=O)C1 (stereo not given),13%,8%,-3%,0.0%,3.6,46,-4,797,i,39,-7%,0%
Cc1cc(Oc2ccc(Br)cc2)nc(SCC(=O)c2ccccc2)n1,-5%,6%,2%,-0.2%,11,51,-57,653,i,40,2%,0%
Cc1cc(C(=O)NC2CCCc3c2cnn3-c2cc(F)cc(F)c2)nn1C (stereo not given),6%,23%,17%,-0.1%,2.0,68,47,783,i,6,-6%,7%
O=C(c1cc(Br)ccc1Cl)N1CCCC1,2%,20%,-9%,-0.1%,-1.6,43,1,680,i,26,-5%,-6%
COc1ccc(C2=NN(c3nc(-c4ccccc4)c(CC(=O)O)s3)C(c3ccco3)C2)cc1 (stereo not given),14%,?,-4%,-0.2%,/,/,15,658,i,41,6%,-1%
COc1ccc(C(=O)c2ccc(CC#N)s2)cc1,3%,23%,19%,-0.3%,-0.4,52,-11,677,i,48,0%,-4%
CC(C)=CCN1CCN(Cc2cc(F)ccc2-n2nc(C)cc2C)CC1CCO (stereo not given),6%,2%,-2%,-0.1%,0.5,70,-9,691,i,49,-4%,-6%
Cc1ccc(-c2noc(CCC(=O)NCc3ccc4c(c3)OCO4)n2)cc1,0%,2%,4%,-0.3%,-0.5,56,/,/,i,5,-6%,18%
O=[N+]([O-])c1ccc(S(=O)(=O)N/N=C/c2ccc3c(c2)OCO3)cc1,1%,8%,16%,-0.1%,-0.3,59,20,810,i,11,-5%,-3%
CC(C)N(C1=N/C(=C\c2ccco2)C(=O)N1c1ccccc1)C(C)C,-4%,11%,10%,0.0%,2.6,62,-10,731,i,37,-1%,1%
Cc1ccc(NC(=O)C2CCN(S(=O)(=O)c3c(C)n[nH]c3C)CC2)c(C)c1,-15%,2%,13%,0.3%,-0.3,70,-5,787,i,22,-12%,19%
CCn1c(CNC(=O)c2ccco2)nnc1SCC(=O)Nc1ccc(Br)cc1F,8%,4%,13%,0.8%,-0.4,70,8,729,i,58,-2%,3%
COc1cccc(/C=N/NC(=O)CSc2nnc(C)n2-c2ccccc2)c1OC,5%,-1%,17%,-0.1%,0.0,72,/,/,i,47,-7%,-4%
Cc1ccc(NS(=O)(=O)c2cccs2)nc1,8%,28%,6%,0.3%,-0.8,62,6,846,i,42,-4%,10%
Cc1ccc(S(=O)(=O)Nc2ccc(O)c(Sc3ncn[nH]3)c2)cc1,5%,13%,11%,-0.1%,-1.1,87,3,683,i,35,-7%,14%
COC(=O)c1cccc(NC(=O)CSc2nc(C)cc(=O)[nH]2)c1,2%,17%,37%,-0.2%,-0.9,82,5,742,i,20,2%,13%
COc1cc(CCC(=O)OCC(=O)NC(=O)c2ccc(Cl)cc2)cc(OC)c1OC,6%,-3%,-12%,-0.3%,0.7,31,-19,682,i,62,-12%,4%
CC(C)c1ccc2c(c1)[C@H]1OCC[C@H]1[C@@H](c1cccs1)N2,3%,8%,7%,-0.3%,/,/,/,/,i,35,2%,2%
COc1ccccc1-n1cnc2c(c1=O)c1nc3ccccc3nc1n2CCc1ccccc1,6%,4%,28%,0.5%,8.2,39,19,784,i,11,-2%,-7%
Cc1cc(S(=O)(=O)n2cnc3cc([N+](=O)[O-])ccc32)ccc1Cl,6%,7%,2%,-0.6%,2.4,57,-6,574,i,47,-2%,1%
Cc1cc(NC(=O)CCC(=O)N(CC(=O)NCC2CCCO2)c2ccc3c(c2)OCCO3)no1 (stereo not given),3%,18%,0%,0.6%,-0.1,74,35,725,i,44,-10%,-17%

# Ordered by molar mass (ascending): part of the list above
SMILES,Rac1 GTP hydrolysis,SV40 large T antigen,GPR55 antagonists,GPR55 beta-arrestin,NTR1 agonist,NTR1 agonist cell count 20 µM,Lipid droplet,Lipid droplet cells 6.5 µM,T cell modulator,T cell modulator vesicle-bound %,LYP inhibition,GPR35 antagonists
O=C(c1cc(Br)ccc1Cl)N1CCCC1,2%,20%,-9%,-0.1%,-1.6,43,1,680,i,26,-5%,-6%
CC(C)c1ccc2c(c1)[C@H]1OCC[C@H]1[C@@H](c1cccs1)N2,3%,8%,7%,-0.3%,/,/,/,/,i,35,2%,2%
CC(C)=CCN1CCN(Cc2cc(F)ccc2-n2nc(C)cc2C)CC1CCO (stereo not given),6%,2%,-2%,-0.1%,0.5,70,-9,691,i,49,-4%,-6%
Cc1cc(Oc2ccc(Br)cc2)nc(SCC(=O)c2ccccc2)n1,-5%,6%,2%,-0.2%,11,51,-57,653,i,40,2%,0%
COc1ccccc1-n1cnc2c(c1=O)c1nc3ccccc3nc1n2CCc1ccccc1,6%,4%,28%,0.5%,8.2,39,19,784,i,11,-2%,-7%
COc1ccc(C2=NN(c3nc(-c4ccccc4)c(CC(=O)O)s3)C(c3ccco3)C2)cc1 (stereo not given),14%,?,-4%,-0.2%,/,/,15,658,i,41,6%,-1%
